Pf apPOL block = Pf-apPOL DNA polymerase inhibition | 210,000 tested, 0.25% active | Recombinant Pf-apPOL, molecular beacon fluorescence, 1.5 h | AID 1794808 | inhibition, % at 10 µM
mHTT CaM bind = mHTT-calmodulin interaction abrogation. AlphaScreen His-mHTT/GST-CaM binding, luminescence. 190,000 tested, 3.6% active. inhibition, % at 15 µM;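 also: 0% = both proteins with DMSO and 100% = one protein alone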
Target sequence (P42858 whole entry, looked up, stated change not applied): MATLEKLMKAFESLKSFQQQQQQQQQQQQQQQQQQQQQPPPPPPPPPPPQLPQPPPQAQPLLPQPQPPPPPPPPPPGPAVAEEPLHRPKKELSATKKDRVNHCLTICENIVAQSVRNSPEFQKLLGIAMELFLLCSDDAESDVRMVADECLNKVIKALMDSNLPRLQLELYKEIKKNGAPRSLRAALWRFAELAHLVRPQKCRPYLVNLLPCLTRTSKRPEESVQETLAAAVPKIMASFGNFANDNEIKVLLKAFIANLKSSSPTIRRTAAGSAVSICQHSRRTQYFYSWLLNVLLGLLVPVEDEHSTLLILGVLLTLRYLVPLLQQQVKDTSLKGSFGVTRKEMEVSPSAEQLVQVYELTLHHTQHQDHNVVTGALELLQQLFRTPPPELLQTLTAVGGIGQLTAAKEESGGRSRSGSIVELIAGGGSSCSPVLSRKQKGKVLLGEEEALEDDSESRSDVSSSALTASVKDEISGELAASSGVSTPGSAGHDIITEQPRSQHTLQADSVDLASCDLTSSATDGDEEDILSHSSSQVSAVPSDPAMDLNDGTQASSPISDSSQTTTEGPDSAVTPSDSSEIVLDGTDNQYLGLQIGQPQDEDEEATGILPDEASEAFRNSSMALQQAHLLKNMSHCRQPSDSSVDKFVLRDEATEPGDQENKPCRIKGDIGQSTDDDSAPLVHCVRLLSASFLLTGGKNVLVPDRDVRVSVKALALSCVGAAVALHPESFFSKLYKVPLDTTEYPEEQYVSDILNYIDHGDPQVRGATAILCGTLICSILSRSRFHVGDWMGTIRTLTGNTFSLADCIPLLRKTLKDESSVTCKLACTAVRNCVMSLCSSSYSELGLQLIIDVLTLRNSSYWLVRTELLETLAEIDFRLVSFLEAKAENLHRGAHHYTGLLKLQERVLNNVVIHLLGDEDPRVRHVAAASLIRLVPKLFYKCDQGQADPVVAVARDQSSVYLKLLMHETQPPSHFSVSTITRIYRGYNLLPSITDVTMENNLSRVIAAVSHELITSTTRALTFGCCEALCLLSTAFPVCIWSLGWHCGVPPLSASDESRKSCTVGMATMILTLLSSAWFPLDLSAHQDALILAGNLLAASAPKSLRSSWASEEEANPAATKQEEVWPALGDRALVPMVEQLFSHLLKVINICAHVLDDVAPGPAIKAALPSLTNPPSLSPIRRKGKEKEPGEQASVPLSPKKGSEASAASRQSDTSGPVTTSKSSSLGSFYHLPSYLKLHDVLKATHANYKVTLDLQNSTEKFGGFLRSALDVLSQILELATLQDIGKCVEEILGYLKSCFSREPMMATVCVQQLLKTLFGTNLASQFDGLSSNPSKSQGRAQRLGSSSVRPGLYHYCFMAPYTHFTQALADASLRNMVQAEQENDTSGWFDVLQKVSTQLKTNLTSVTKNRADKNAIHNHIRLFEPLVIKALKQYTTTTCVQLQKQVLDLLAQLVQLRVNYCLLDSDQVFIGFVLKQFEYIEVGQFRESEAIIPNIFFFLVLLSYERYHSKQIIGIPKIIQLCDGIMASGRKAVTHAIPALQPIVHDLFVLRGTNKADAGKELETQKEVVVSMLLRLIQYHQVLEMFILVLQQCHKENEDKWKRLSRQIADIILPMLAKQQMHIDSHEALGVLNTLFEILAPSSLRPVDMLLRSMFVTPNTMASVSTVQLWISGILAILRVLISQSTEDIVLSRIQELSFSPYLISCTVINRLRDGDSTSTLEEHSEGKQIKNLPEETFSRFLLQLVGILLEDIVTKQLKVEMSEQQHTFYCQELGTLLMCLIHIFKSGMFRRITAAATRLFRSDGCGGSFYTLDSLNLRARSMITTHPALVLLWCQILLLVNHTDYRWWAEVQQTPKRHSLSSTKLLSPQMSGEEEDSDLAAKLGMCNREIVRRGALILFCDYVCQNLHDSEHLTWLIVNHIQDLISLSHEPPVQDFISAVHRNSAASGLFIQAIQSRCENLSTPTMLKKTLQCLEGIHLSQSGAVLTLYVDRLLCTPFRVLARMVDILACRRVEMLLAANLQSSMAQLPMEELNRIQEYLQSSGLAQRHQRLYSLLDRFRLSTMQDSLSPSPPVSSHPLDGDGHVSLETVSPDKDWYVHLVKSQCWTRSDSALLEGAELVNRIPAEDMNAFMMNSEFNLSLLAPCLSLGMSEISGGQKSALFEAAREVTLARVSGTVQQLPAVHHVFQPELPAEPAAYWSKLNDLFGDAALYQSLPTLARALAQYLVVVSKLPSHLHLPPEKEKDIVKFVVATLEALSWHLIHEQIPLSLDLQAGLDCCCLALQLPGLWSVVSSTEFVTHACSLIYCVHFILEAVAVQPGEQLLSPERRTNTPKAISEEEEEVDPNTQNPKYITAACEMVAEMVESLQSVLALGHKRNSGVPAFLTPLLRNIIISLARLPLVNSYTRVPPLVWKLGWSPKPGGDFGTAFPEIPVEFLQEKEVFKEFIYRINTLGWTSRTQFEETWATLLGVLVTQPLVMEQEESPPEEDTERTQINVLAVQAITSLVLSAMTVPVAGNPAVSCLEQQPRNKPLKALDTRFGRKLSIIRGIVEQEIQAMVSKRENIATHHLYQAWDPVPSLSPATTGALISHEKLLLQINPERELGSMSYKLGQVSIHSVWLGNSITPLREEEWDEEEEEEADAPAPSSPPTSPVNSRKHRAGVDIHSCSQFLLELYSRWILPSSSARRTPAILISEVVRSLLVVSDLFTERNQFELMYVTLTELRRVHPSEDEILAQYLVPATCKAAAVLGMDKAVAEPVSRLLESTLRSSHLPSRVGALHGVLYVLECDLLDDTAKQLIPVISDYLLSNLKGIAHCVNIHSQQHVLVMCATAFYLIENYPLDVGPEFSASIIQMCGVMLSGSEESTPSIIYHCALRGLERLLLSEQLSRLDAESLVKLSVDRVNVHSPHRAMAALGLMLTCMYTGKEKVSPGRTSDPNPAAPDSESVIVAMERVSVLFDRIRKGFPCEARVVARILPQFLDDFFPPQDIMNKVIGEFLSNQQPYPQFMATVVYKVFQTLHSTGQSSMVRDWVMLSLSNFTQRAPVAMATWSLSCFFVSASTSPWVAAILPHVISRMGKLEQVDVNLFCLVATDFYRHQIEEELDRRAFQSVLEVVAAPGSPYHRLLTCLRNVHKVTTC
* = called active by the depositor; · = no result given; & = joins results of further samples. Rule as the data show it: active = inhibition above about 50%; inactive = the rest. Compounds as they come. About 3.5% of those tested had a hit in this group.

Value order – Pf apPOL block	mHTT CaM bind
COc1ccc(-n2nc(C(=O)NCC(=O)N3CCCCCC3)c3ccccc3c2=O)cc1OC
→ -6	22
COc1ccc(C2CC(c3ccc(I)cc3)Nc3nnnn32)cc1 (stereo not given)
→ -4	11
OC(COCC1CC2CCC1C2)CN1CCN(Cc2ccc3c(c2)OCO3)CC1 (stereo not given)
→ 1	5
CC1CCCCN1CC(O)COC12CC3CC(CC(C3)C1)C2 (stereo not given)
→ -12	-8
O=C(NCc1cccnc1-c1ccccc1)c1cc(F)ccc1F
→ -13	-3
Cc1cc2c(c(=O)o1)C(c1cccc(OCc3c(F)cccc3Cl)c1)C(C#N)=C(N)O2 (stereo not given)
→ -5	0
O=C(Cc1cccc(F)c1)N1CCC(COc2ccccc2C(=O)N2CCCC2)CC1
→ 0	14
CC(C)c1ccc(NC(=S)NC(=O)c2ccc(C(F)(F)F)cc2)cc1
→ -6&-6	·
COc1ccc(-c2nc(C)cc(C)c2CNC(=O)c2ccc(C#N)cc2)cc1
→ -8	-10
c1ccc(COc2ccc3[nH]ccc3c2)cc1
→ 0	·
Cc1cccc(NC(=O)C23CCC(C2)C(C)(C)C3=O)c1C (stereo not given)
→ -8	-4
C=CCn1cnc2scc(-c3ccc(Cl)cc3)c2c1=O
→ 0	-12
CCN1CCN(CCNC(=O)c2cc(-c3ccc(F)cc3)cn2C)CC1
→ -5	8
Cc1cccc(Cn2nc(-c3nc(C)no3)ccc2=O)c1
→ -2	-8
O=C(Nc1ccc(Cl)c(Cl)c1)c1cnn2cccnc12
→ -1	12

Arranged by molar mass (largest number first): part of the list above
Value order – Pf apPOL block	mHTT CaM bind
Cc1cc2c(c(=O)o1)C(c1cccc(OCc3c(F)cccc3Cl)c1)C(C#N)=C(N)O2 (stereo not given)
→ -5	0
COc1ccc(C2CC(c3ccc(I)cc3)Nc3nnnn32)cc1 (stereo not given)
→ -4	11
O=C(Nc1ccc(Cl)c(Cl)c1)c1cnn2cccnc12
→ -1	12

The listing picks up, starting 2 compounds before the break.
Value order – Pf apPOL block	mHTT CaM bind
Cc1cccc(Cn2nc(-c3nc(C)no3)ccc2=O)c1
→ -2	-8
O=C(Nc1ccc(Cl)c(Cl)c1)c1cnn2cccnc12
→ -1	12
CC(=O)Nc1ccc(SCCN2CCN(CCc3ccccc3)CCC2=O)cc1
→ -5	16
COC(=O)[C@H](CC(C)C)N(Cc1cn(Cc2ccccc2)nn1)S(=O)(=O)c1ccccc1Br
→ -6	-4
Cc1ccc2c(c1)/C(=C/c1ccccc1Cl)C(=O)N2
→ -3	16
CCN(CC)CCn1c(C)nn2c3ccccc3nc12
→ -1	3
Cc1cc(NS(=O)(=O)c2ccc(NC(=O)Nc3ccccc3)cc2)no1
→ -7	-1
O=C(Nc1sc2c(c1C(=O)O)CCC2)c1ccccc1Br
→ 10	-4
COc1ccc(-c2cc(C(F)(F)F)n3nc(C(=O)N4CCCC4)cc3n2)cc1
→ 2	-4
CCCCN1CCN(C(=O)C2(c3ccc(NC(C)=O)cc3)CCCCC2)CC1
→ 0	-3
CCCN1N=C(C(=O)N2CCCC2)S(=O)(=O)c2ccc(C)cc21
→ 2	-12
CCOC(=O)NNC(=S)Nc1c(C)cccc1C
→ 5	·
CN(c1ccc(F)cc1)S(=O)(=O)c1ccc2[nH]cc(C(=O)N3CCOCC3)c(=O)c2c1
→ -9	4
Cc1ccc(N=Cc2nc(/C=C/c3cccc([N+](=O)[O-])c3)oc2O)cc1
→ -7	-1
C#CC(=C(C(=O)OC)C(C(=O)OC)=C(CC(=O)OC)C(=O)OC)c1ccccn1
→ 0	·
O=C(NCCO)C(=O)Nc1ccc(F)cc1
→ -2	-9
COc1cccc(CN2CCc3nc(N4CCN(c5ccccc5)CC4)ncc3C2)c1OC
→ 0	47
COc1cc(CNC(=O)Cn2nc(C(F)(F)F)c(Br)c2C)cc(OC)c1
→ -4	1
O=S(=O)(c1cc(OCC(F)(F)F)ccc1OCC(F)(F)F)n1cccc1
→ -6	·
COc1ccc(Cl)cc1C(=O)NCCOc1ccc(-c2ccc(F)cc2)nn1
→ 3	-6
COC(=O)[C@H](Cc1ccccc1)N(Cc1ccc(C)cc1)S(C)(=O)=O
→ -6	-8
COC(=O)c1scc(C#N)c1N=CN(C)C
→ -3	·
CC(C)N1CCN(C(=O)c2cc3c(s2)N(C)CCC3)CC1
→ -2	-1
O=C(Nc1ccccn1)c1ccc2c(c1)C(=O)N(c1cccc([N+](=O)[O-])c1)C2=O
→ 0	-3
Cc1cc(=O)[nH]c2c1c(C)nn2C1CCOC(C)(C)C1 (stereo not given)
→ -5	2
CCOc1ccc(NC(=O)Cn2c(CC)nc3c(c2=O)CN(Cc2ccccc2)CC3)cc1
→ -5	4
COc1cc(C=Nc2cc(Br)c3c(c2)OCCO3)cc(OC)c1OC
→ 2	4
C=CCNC(=O)CCCn1nc([N+](=O)[O-])c(Br)c1C
→ 4	-6
Cc1ccccc1-c1nc2cc(NC(=O)CC(C)C)ccc2o1
→ 6	-6
COc1ccc(C(C2=C(O)CC(C)(C)CC2=O)C2C(=O)CC(C)(C)CC2=O)cc1CO (stereo not given)
→ -2	9
O=S(=O)(CC1CC1(Cl)Cl)CC1CC1(Cl)Cl (stereo not given)
→ 1	-1
C[C@H]1[C@H](NC(=O)c2ccc(C(F)(F)F)cc2)CC[C@@]23CCCN2C(=O)CCC[C@@H]13
→ -11	-1
CCCN(CCC)S(=O)(=O)c1ccc(C(=O)Nc2cccnc2)cc1
→ -7	·
Cc1cccc(-n2ncc3c(N4CCCC4)ncnc32)c1
→ 3	0
COc1ccccc1/C=C/C1=NC(=C/c2cc(OC)c(OC)cc2OC)/C(=O)O1
→ 1	-3
COc1ccc(NC(=C(C#N)C#N)C(F)(F)Cl)cc1
→ -3	2
Cc1sc2nc(SCC(=O)N3CCCCC3)[nH]c(=O)c2c1C
→ -4	6
O=C(Nc1ccc(F)cc1F)C(=S)NCc1ccco1
→ 6	·
CCn1c(=O)c(N2CCC(NC(=O)NCc3cccc(OC)c3)CC2)nc2ccccc21
→ -5	-5
Cc1cccc(CN2CCc3c(cc(C(=O)NCc4ccco4)n3C)C2)c1
→ -4	57*
Cc1c(CN2CCC(C(=O)c3ccc(F)cc3)CC2)sc2ccccc12
→ -14	·
COC(=O)c1sccc1NS(=O)(=O)c1ccc(Cl)cc1
→ -17	·
CCc1ccc(NCCC(=O)c2ccc([N+](=O)[O-])cc2)cc1
→ 3	43
COc1cccc(CN2CCCC2c2c(C)noc2C)c1O (stereo not given)
→ 8	1
CCN(CC)c1ccc(NS(=O)(=O)c2c(C)n[nH]c2C)c(C)c1
→ -10	13
Cc1ccc(CN2C(=O)C3CCCN3C(=O)c3ccccc32)cc1 (stereo not given)
→ -12	-2
COc1ccc(C)cc1NC(=O)CN(c1cccc(Cl)c1Cl)S(C)(=O)=O
→ -3	-2
O=C(CCN1CCN(CCO)CC1)Nc1ccc(F)c(F)c1
→ -10	2
O=c1ccc(=O)n(CN(c2ccccc2)c2ccccc2)[nH]1
→ 0	-6
COc1ccc(C(=O)Nc2cccc(-c3csc(C)n3)c2)nn1
→ -4	3
COc1cccc(-c2cc(C(=O)N3CCC(NC(=O)c4cccc(N(C)C)c4)CC3)[nH]n2)c1
→ -5	2
Cc1cccc(C(=O)N2CCCN(c3cc(-c4ccc5c(c4)OCO5)[nH]n3)CC2)c1
→ 5	18
Cc1ccccc1C=C1Oc2cc(OC(=O)c3ccco3)ccc2C1=O
→ 2	4
Cn1cccc1-c1cc2n(n1)CCCN2C(=O)CCC(=O)NCc1cccnc1
→ 0	11
Cc1nn(-c2ccccc2)c(C)c1N=Nc1ccccc1Oc1ccc(Cl)cc1Cl
→ 6	·
CCCN(CCC)C(=O)c1cc(OC)c(OC)cc1[N+](=O)[O-]
→ -108	5
Cc1ccc(OCCOC(=O)Nc2ccccc2)cc1
→ 1	0
FC(F)(F)c1cccc(-c2nc3c(Cl)cc(C(F)(F)F)cn3n2)c1
→ -9&-2	·
CCOC(=O)c1sc(-c2ccccc2)nc1C
→ 1	·
CCN1CCN(Cc2c(O)ccc3c2OC(=Cc2ccccc2C)C3=O)CC1
→ -10	8
Cc1sc2ncnc(N3CCN(c4ccccc4)CC3)c2c1C
→ -4	-6
CCCN1CCN(C(=O)C2CC(=O)N(CCc3ccccc3)C2)CC1 (stereo not given)
→ -2	-3

Continuation:
Value order – Pf apPOL block	mHTT CaM bind
Cc1cccc(N2CC(C(=O)Nc3ccc4c(c3)OCO4)CC2=O)c1C (stereo not given)
→ -2&2	5&4
CC(C)CC(NC(=O)CN1C(=O)c2ccccc2C1=O)c1ccccc1 (stereo not given)
→ -5	2
O=C(OCn1nnc2ccccc2c1=O)C12CC3CC(CC(C3)C1)C2
→ 1	-10
COc1cccc(-n2nc(C(=O)Nc3c(F)cccc3F)c3ccccc3c2=O)c1
→ -3	5
C=C(C)Cn1c(SCC(=O)O)nnc1-c1ccccc1
→ -1	-2
COc1cc(C2=NOC(C(=O)Nc3ccc(C)cc3)C2)cc(OC)c1OC (stereo not given)
→ -1	-2
CC(=NNC(N)=O)c1cc(Cl)cc(Cl)c1O
→ 10	·
COc1cc2ncnc(NCc3cccc4c3OCO4)c2cc1OC
→ -1	·
O=C(NC1CCCCC1)c1csc(-c2ccc(N3CCCC3)nc2)n1
→ -2	-12
CC(C)(C)C(CO)N=Cc1cccc(C=NC(CO)C(C)(C)C)n1 (stereo not given)
→ -5	·
Cc1ccc(NC(=O)CSCc2ccccc2Cl)cc1
→ 0	-18
Cc1ccc(C(=O)N2CCC(CC(=O)NCc3ccccc3Cl)CC2)cc1
→ -2	0
Cc1cc(I)ccc1NC(=O)c1cccc(F)c1
→ -6	5
Cn1c(C2CCN(C(=O)Nc3ccccc3Cl)C2)nc2ccncc21 (stereo not given)
→ -3	3
CC(NC(=O)C(C)N1C(=O)c2ccccc2C1=O)c1ccccc1 (stereo not given)
→ 1	-8

Going on with the list:
structure	Pf apPOL block	mHTT CaM bind
CN1C(=O)C(CC(=O)NCc2ccco2)Sc2ncccc21 (stereo not given)	-2	2
C=CCc1ccc(OCCNCc2ccco2)c(OC)c1	-1	4
Cc1cc(Br)ccc1NC(=O)C1CCN(c2cc(=O)n(C)c(=O)n2C)CC1	1	35
Cc1cc(C)c(O)c(N=Cc2cc([N+](=O)[O-])cc(Br)c2O)c1	16	27
C=CCOC(=O)COc1ccc2c(=O)c(-c3ccccc3)c(C)oc2c1	3	-6
COc1cc(OC)c(NC(=O)c2c(-c3c(Cl)cccc3Cl)noc2C)cc1Cl	0	-7
O=c1oc(-c2cccs2)cc(-c2ccccc2)c1-c1ccccc1	-60	-3
CCCN1C(=O)Cc2cc(C(=O)N3CCC(C)CC3)ccc21	-1	3
CC(C)(C)c1ccc(C(=O)Nc2c3c(nn2-c2ccccc2)CSC3)cc1	0	40
COc1ccccc1N/C=C(\C#N)c1nc(-c2cccc(Br)c2)cs1	0	-5
NC(=O)c1nnn(-c2nonc2N)c1-c1ccc([N+](=O)[O-])cc1	0	4
CCOc1ccccc1C1C(C(=O)OCc2ccc(OC)cc2)=C(C)NC2=C1C(=O)CC(C)(C)C2 (stereo not given)	-1	1
NC(=O)c1c(C(F)(F)F)cc(-c2ccccc2)nc1NCCO	3	-5
COc1cccc(OCCNS(=O)(=O)c2cccc([N+](=O)[O-])c2)c1	1	-2
Cc1ccc(N2C(=O)C3C4c5ccccc5C(CO)(c5ccccc54)C3C2=O)cc1 (stereo not given)	3	4
CC(C)(NC(=O)c1cccs1)C(=O)N1CCN(c2ccccc2)CC1	-2	-11
CC12CC(NC(=O)N1c1cccc(C(=O)NCc3ccccc3)c1)c1cc(Cl)ccc1O2 (stereo not given)	-2	26
CCOc1ccc(S(=O)(=O)N2CCC(CN3CCC(C)CC3)CC2)cc1	0	-8
COc1ccc(OC)c(/C=C2/SC(=Nc3ccccc3)NC2=O)c1	-4	23
O=C(O)c1ccc(N2C(=O)C3C4c5ccccc5C(CO)(c5ccccc54)C3C2=O)cc1 (stereo not given)	-6	-3
Cc1nc2c(C(=O)NC3CCCCC3)cnn2c(C)c1Cc1c(F)cccc1Cl	-2	-11
Cc1ccc(NC(=O)C2CCN(c3ccc(N4CCOCC4)nn3)CC2)cc1C	-4	7
Cc1nnc(NC(=O)c2ccc(OCc3nc(C4CC4)cs3)cc2)s1	-8	-17
Cc1onc(-c2ccccc2Cl)c1C(=O)Nc1ccc2c(c1)COCO2	-15	·
COc1cc2c(cc1OC)C(C(=O)N1CCCC1)C(c1ccccc1F)N(C)C2=O (stereo not given)	-2	-6
Cn1c(=O)c(C=Nc2ccccc2)c(O)c2ccccc21	-6	·
COc1cccc(CNC(=O)c2ccc3c(c2)nc2n3CCCCC2)c1	-4	4
Cc1ccc(-n2cnnn2)cc1Cl	-3	-5
COc1ccc(C2OCC3C(c4ccc(OC)c(OC)c4)OCC23)cc1OC (stereo not given)	1	-2
CCOc1ccc(C(=O)Nc2cc(=O)n(C)c(=O)n2C)cc1	3	-3
CC(=O)N1CCC2(CC1)CC(=O)c1cc(OCC(=O)N3CCOCC3)ccc1O2	-3	-9
CCCn1ccc2sc(C)c(C(=O)N3CCN(C4CCCCC4)CC3)c2c1=O	-3	35
O=C1NC(=O)/C(=C/c2cccc(OCc3ccccc3)c2)S1	3	4
COc1cc(NC(=O)C(Cl)Cl)c(OC)cc1Cl	2	-3
COc1cccc(C(CN)N2CCOCC2)c1 (stereo not given)	-6	-3
NC(=O)c1cc(C2(O)CCCCC2)on1	·	-4
O=C(c1cccc(C(F)(F)F)c1)N1CCc2nc3cc[nH]n3c(=O)c2C1	-2	-2
CSC1=NCCN1C(=O)c1ccc(Cl)c(Cl)c1	4	·
O=C(NC1CCN(Cc2ccccc2)CC1)c1cn2ccccc2n1	-3	0

Entries of single compounds as entered above. Screens in order: Pf apPOL block, mHTT CaM bind
COc1cc(NC(=O)C(Cl)Cl)c(OC)cc1Cl in the list: 2, -3
O=C(NC1CCN(Cc2ccccc2)CC1)c1cn2ccccc2n1 in the list: -3, 0
O=C(c1cccc(C(F)(F)F)c1)N1CCc2nc3cc[nH]n3c(=O)c2C1 in the list: -2, -2
NC(=O)c1cc(C2(O)CCCCC2)on1 in the list: ·, -4
COc1cccc(C(CN)N2CCOCC2)c1 (stereo not given) in the list: -6, -3

Compound activity (PubChem)
